Screening results deposited in PubChem by National Center for Advancing Translational Sciences (NCATS).
TDP1 cell noCPT: qHTS for Inhibitors of human tyrosyl-DNA phosphodiesterase 1 (TDP1): qHTS in cells in absence of CPT | DT40 Tdp1-/- hTDP1 cells, no CPT, ATP luminescence, 48 h | Potency, µM (top dose mostly 46.2 µM), without a hit: top-dose activity change, negative = growth inhibition, usual class: inhibitors | 420,000 compounds, 15% hits; further: nearly all actives have a fitted effect of over 55% in size
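Chicken DT40 Tdp1-/- cells complemented with human TDP1, screened without camptothecin (DMSO vehicle only), 400 cells/well. Compounds pin-transferred, cells incubated at 37 °C for at least 48 hr. Growth read as ATP-dependent luminescence (CellTiter-Glo, 30 min at RT).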
DT40 TDP1 CPT: DT40-hTDP1 cell growth loss with CPT. 420,000 compounds, 12% hits. chicken DT40 Tdp1-/-;hTDP1 cells + 20 nM CPT, ATP luminescence, 48 h. Potency, µM (highest dose often 46.2 µM), without a hit: at the top dose activity change, negative = growth inhibition, most hits filed as inhibitors; further: nearly all actives have a fitted effect of over 55% in size
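Chicken DT40 Tdp1-/- cells stably complemented with human TDP1 were seeded at 400 cells/well in medium containing 20 nM camptothecin, exposed to pin-transferred compounds, and grown at 37 °C for at least 48 hr. Viability was read as ATP luminescence.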
KAT2A inh: GCN5L2 (KAT2A) acetyltransferase inhibition | Potency, µM (titrated, usually from 58.9 µM), inactives show at the top dose activity change, negative = inhibition, most hits filed as inhibitors | 390,000 compounds, 0.21% hits | Q92830 | GCN5L2 HAT assay, ThioGlo1 CoA-SH fluorescence
Target sequence (Q92830 whole entry, looked up): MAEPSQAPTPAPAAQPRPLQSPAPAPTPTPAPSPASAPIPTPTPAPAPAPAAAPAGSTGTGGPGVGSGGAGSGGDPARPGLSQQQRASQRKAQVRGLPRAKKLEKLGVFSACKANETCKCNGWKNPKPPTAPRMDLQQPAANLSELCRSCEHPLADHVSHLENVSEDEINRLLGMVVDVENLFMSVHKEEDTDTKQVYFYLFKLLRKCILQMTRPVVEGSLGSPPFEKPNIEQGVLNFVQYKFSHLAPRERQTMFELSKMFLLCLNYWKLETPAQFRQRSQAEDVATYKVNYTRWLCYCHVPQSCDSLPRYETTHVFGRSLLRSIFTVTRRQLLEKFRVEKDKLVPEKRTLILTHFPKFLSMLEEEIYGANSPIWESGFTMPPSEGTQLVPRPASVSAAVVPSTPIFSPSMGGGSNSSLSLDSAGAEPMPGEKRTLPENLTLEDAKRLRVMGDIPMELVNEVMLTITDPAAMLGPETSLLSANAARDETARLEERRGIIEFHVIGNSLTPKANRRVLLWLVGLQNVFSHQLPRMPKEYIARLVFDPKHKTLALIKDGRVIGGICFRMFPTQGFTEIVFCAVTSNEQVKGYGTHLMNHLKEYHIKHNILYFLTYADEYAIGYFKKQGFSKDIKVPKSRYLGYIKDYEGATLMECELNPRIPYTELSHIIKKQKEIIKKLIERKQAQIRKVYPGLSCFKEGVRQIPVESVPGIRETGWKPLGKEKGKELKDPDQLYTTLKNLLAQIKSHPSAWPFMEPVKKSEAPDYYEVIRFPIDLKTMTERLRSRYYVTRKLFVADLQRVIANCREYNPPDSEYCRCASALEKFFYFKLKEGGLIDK
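GCN5L2 (20 nM) in 50mM HEPES pH 7.5, 0.1mM EDTA, 0.01% Tween-20 preincubated 15 min with compounds at room temperature. Reaction started with H3(1-25) 75uM, acetyl-CoA 70uM, ThioGlo1 50uM; CoA-thiol fluorescence (Ex340/Em540) read at 0 and 20 min.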
The depositor's hits bear a star; ? = inconclusive; / = not tested or not shown; & = joins results of further samples; [ ] = remark or other dose. The call rests on the fitted dose curve; in most records, active means well fitted curve in the direction sought with a large enough effect; inconclusive means small, poorly fitted or top-dose-only effect, or another doubt; inactive means no such curve, though single readings can be large; an effect the other way counts as inactive or inconclusive. On the % scale 0 is the no-effect control and ±100 the full control effect; potency means the concentration at half of the fitted maximal effect. This is a subset; rates above refer to the full screens.

SMILES | TDP1 cell noCPT | DT40 TDP1 CPT | KAT2A inh
CCc1cc(C(=O)N2CCCC(C(=O)c3ccc(Cl)cc3)C2)no1 (centres undefined) | -8% | -19% | 0%
COc1ccccc1NC(=O)Cn1cc(C(=O)C(=O)N2CCOCC2)c2ccccc21 | -10% | ? | -3%
COc1ccc(-c2nc3sc(CCNC(=O)C(=O)Nc4ccc(C)c(F)c4)c(C)n3n2)cc1 | 1% | 19% | -5%
OC[C@@H]1[C@@H](c2ccccc2)C(c2cccc(Cl)c2)=NN1c1ccccc1 | 21µM* | 21µM* | -17%
Cc1ccccc1-c1noc(CSc2nc3ccccc3[nH]2)n1 | 6.5µM* | 18µM* | -1%
O=C(COC(=O)c1cccc(Br)c1)NCCC1=CCCCC1 | 7% | 2% | -6%
COC(=O)C(NC(=O)CCc1nnc2ccc(N3CCC(C)CC3)nn12)C(C)C (centres undefined) | 3% | 4% | -13%
CC(C)CCC(O)(c1ccccc1)C(CN1CCOCC1)c1ccccc1 (centres undefined) | 16µM* | 18µM* | -22%
CS(=O)(=O)c1ccccc1-c1nc(-c2cccc(Cl)c2)no1 | ? | 4% | -7%
CC(C)Cc1nn2c(=O)cc(COC(=O)c3cccc(NC(=O)c4ccccc4)c3)nc2s1 | -4% | -3% | 8%
COc1ccc(S(=O)(=O)N2CCCC2)cc1NC(=O)c1ccccc1F | -23% | -9% | -3%
CCc1ccccc1Nc1nc(N)nc(COC(=O)CCNS(=O)(=O)c2ccccc2)n1 | -3% | -1% | -13%
NC(=NCCc1ccccc1)NC(=O)c1cc(Cl)ccc1O | 18µM* | ? | /
CCOc1cc(C(N)=O)cc(Cl)c1OCC | 23µM* | ? | -7%
Cc1onc(-c2ccccc2Cl)c1C(=O)Nc1cccc2cccnc12 | 4.1µM* | 9.2µM* | -11%
COc1ccc(S(=O)(=O)N2CCC[C@H]2C(=O)NCc2ccc(Cl)cc2)cc1 | ? | ? | 0%
Cc1csc2nc(COC(=O)c3cccc(N(C)C)c3)cc(=O)n12 | ? | -25% | -8%
CCC(C)(C(=O)NC1CCCC1)N(Cc1ccco1)C(=O)c1ccccn1 (centres undefined) | -21% | -19% | -1%
S=C(NCc1ccco1)N/N=C/c1cccnc1 | -25% | -3% | -3%
CC(C)(C)NCCC(O)c1cc(C(F)(F)F)nc2c(C(F)(F)F)cccc12 (centres undefined) | 16µM* | 21µM* | /
CC(C)CCC1(CCO)C(=O)N=C(N)NC1=O (centres undefined) | -13% | 0% | /
O=C(COC(=O)C1CCN(S(=O)(=O)c2cccs2)CC1)c1cc2ccccc2o1 | -1% | 1% | ?
CCc1ccccc1N1C(=O)N(Cc2cccc(Cl)c2)c2ccccc2S1(=O)=O | ? | ? | -8%
CC(CN1CCC(n2nccc2NC(=O)c2ccccc2Cl)CC1)c1ccccc1 (centres undefined) | -27% | ? | -4%
Cc1ccc(C)c(C2NC(=O)c3ccccc3N2)c1 (centres undefined) | 0.58µM* | 0.73µM* | -15%

Later entries:
SMILES | TDP1 cell noCPT | DT40 TDP1 CPT | KAT2A inh
CC1Cc2nc(SCC(=O)Nc3ccc4c(c3)OCO4)n(CCc3ccccc3)c(=O)c2S1 (centres undefined) | ? | ? | -6%
O=C(N/N=C/c1ccccc1F)NC12CC3CC(CC(C3)C1)C2 | -17% | ? | -14%
CC(C)(CNc1ccc(S(=O)(=O)C(F)(F)F)cc1[N+](=O)[O-])N1CCOCC1 | ? | ? | -28%
COc1ccccc1CNc1nc(=S)[nH]c2cc(OC)c(OC)cc12 | ? | ? | 3%
O=C(c1ccccc1Oc1nnnn1-c1ccccc1)N1CCOCC1 | -6% | -5% | -20%
COc1cc2c(cc1NC(=O)CSc1nccn1C)oc1ccccc12 | 18µM* | ? | -5%
COc1ccccc1N1CCN(S(=O)(=O)CCNC(=O)c2cccc(F)c2)CC1 | ? | ? | -17%
COc1ccc(NC(=O)Cc2nnc(SCC(=O)NC3CCCCC3C)n2C)cc1 (centres undefined) | -8% | 10% | -3%
O=C(CN1C(=O)COc2ccc(S(=O)(=O)N3CCOCC3)cc21)NCc1ccco1 | -4% | 9% | -26%
COc1ccc(CN2CCOCC2)cc1 | 3% | 2% | -3%
CCCNC(=O)C1(C)CCCN(CC(=O)c2ccccc2OC)C1 (centres undefined) | 2% | 2% | /
Cc1ncc2c(c1CNC(=O)c1ccc3c(c1)OCO3)CCN(C(=O)c1cccc(-n3cccn3)c1)C2 | -22% | 0%[9.04 µM] | /
CCN(CC)C(=O)CSc1nnc(-c2cccc(OC)c2)o1 | -16% | 2% | -5%
CC(C)OCCCNC(=O)c1c2c(nc3ccccc13)C(=O)N(C1CCCCC1)C2 | -23% | -22% | 0%
O=S(=O)(NCc1ccccn1)c1cc(Cl)ccc1Cl | -1% | 11% | 0%
COC(=O)C1=NN(N=O)C2(CC(=O)N(c3cc(C)cc(C)c3)C2=O)C1 (centres undefined) | 6% | ? | -1%
O=C(O)c1ccc(NC(=O)C(c2ccccc2)c2ccccc2)cc1 | 1% | -14% | -10%
CN(C)CCNC(=O)c1onc(CSc2ccc(F)c(F)c2)c1C(=O)NCCN(C)C | 16µM* | -26% | 19%
Cc1ccc(S(=O)(=O)NCCc2ccccc2)cc1 | -21% | -101% | -8%
CC(=O)Nc1nonc1NC(=O)CSc1ccccn1 | 1% | 9% | 0%
COc1ccc(OC)c(CN2C(=O)CCC2(C)c2nnnn2-c2c(C)cccc2C)c1 (centres undefined) | -29% | ? | /
COc1ccc(CN2CCC2(C)C(=O)Nc2cccc(NS(C)(=O)=O)c2)c2ccccc12 (centres undefined) | ? | ? | /
CCCCN(CCCC)c1ncnc2c1cnn2-c1cccc(C)c1 | ? | ? | -13%
Cn1cnnc1SCC(=O)NNC(=O)c1ccc([N+](=O)[O-])cc1 | 19% | 32%[activator] | -8%
Cc1cc(-c2nn(-c3ccccc3F)cc2CN2CCN(c3ccncc3)CC2)c(C)s1 | ? | ? | -8%

The last two compounds of the section before come first, to join the parts.
SMILES | TDP1 cell noCPT | DT40 TDP1 CPT | KAT2A inh
Cn1cnnc1SCC(=O)NNC(=O)c1ccc([N+](=O)[O-])cc1 | 19% | 32%[activator] | -8%
Cc1cc(-c2nn(-c3ccccc3F)cc2CN2CCN(c3ccncc3)CC2)c(C)s1 | ? | ? | -8%
CNC(=O)COc1ccc(S(=O)(=O)Nc2ccc(C)cc2)cc1 | ? | ? | 4%
CC[C@]12c3[nH]c4ccccc4c3CCN1C(=O)C(CC(=O)NC/C=C(\C)CCC=C(C)C)C[C@@H]2C(=O)N1CCN(C(=O)c2ccco2)CC1 (some centres undefined) | ? | 16µM* | -8%
CCN(C(=O)COC(=O)/C=C/c1ccco1)C1CCCCC1 | -15% | 1% | -9%
COc1ccc(NC(=O)NCc2ccc(Cl)cc2)cc1 | 9% | -20% | 1%
CCOC(=O)c1cc(CC)sc1NC(=O)CC1SC(N)=NC1=O (centres undefined) | -11% | -1% | -2%
COc1ccc(-c2[nH]ncc2CNCc2cc(C)n(C)n2)c(F)c1 | -12% | -24% | 26%
Cc1ccc(S(=O)(=O)/N=C2\CN(C)C(=O)N2C)cc1 | -5% | -13% | 0%
CCc1nn(CC(=O)NCc2ccccc2Cl)c(=O)c2cc3ccccc3n12 | ? | ? | -7%
O=C(Cn1nc(-c2ccccc2)c2ccccc2c1=O)Nc1ccc(F)cc1 | ? | -22% | -5%
COc1ccc(-c2nc(CN3CCC(C(=O)NCc4ccccc4)CC3)c(C)o2)cc1OC | 0% | -14% | 0%
OCc1ncccc1O | 3% | -7% | ?
O=[N+]([O-])c1cc(-c2nnc(-c3ccccc3)o2)ccc1Oc1ccc(Cl)cc1 | -28% | -21% | 36%[activator]
Clc1ccc(OCCCCN2CCc3ccccc3C2)cc1 | 1% | ? | -12%
CC1Cc2ccccc2N1C(=O)CCn1cccn1 (centres undefined) | ? | -3% | -1%
Nc1c(C(=O)N2CCOCC2)oc2ccccc12 | -4% | -3% | -5%
CCOC(=O)c1c(NC(=O)COC(=O)c2ccc(Cl)nc2)sc(C)c1C | -23% | -13% | /
O=C(c1cc2nc(-c3ccco3)cc(C(F)(F)F)n2n1)N1CCN(c2ccccc2)CC1 | ? | ? | -11%
N#Cc1ccsc1NC(=O)COC(=O)C1=NNC(=O)CC1 | 20% | -5% | -24%
Cc1ccc(C)c(S(=O)(=O)N2CCCC2CNC(=O)C(=O)NCCN2CCOCC2)c1 (centres undefined) | -15% | 4% | -5%
CCOC(=O)C1CCN(c2nc3c(S(=O)(=O)c4ccc(Br)cc4)nnn3c3ccsc23)CC1 | ? | ? | -11%
O=C(Nc1ccn(Cc2ccccc2F)n1)c1ccc(COc2ccc(Cl)cc2Cl)o1 | 26µM* | ? | -21%
Cc1ccc(S(=O)(=O)N2CCC(C(=O)Nc3nnc(-c4ccco4)s3)CC2)cc1 | -15% | -2% | -11%
COc1ccccc1CN(C)C(C)C(=O)Nc1cccc(C(C)=O)c1 (centres undefined) | ? | ? | -6%
CCOC(=O)COc1ccc(C2C(C(=O)OC)=C(C)NC3=C2C(=O)c2ccccc23)cc1Cl (centres undefined) | ? | ? | 5%
CCSc1ccccc1C(=O)Nc1ccc([N+](=O)[O-])cc1OC | 21µM* | ? | -4%

Additional structures
SMILES | TDP1 cell noCPT | DT40 TDP1 CPT | KAT2A inh
CCN1CCN(c2nc3c(c(=O)[nH]c(=O)n3C)n2Cc2ccccc2F)CC1 | 12% | -9% | 2%
O=C(c1ccc(NS(=O)(=O)c2ccc3[nH]c(=O)[nH]c3c2)cc1)N1CCCC(C(F)(F)F)C1 (centres undefined) | -5% | -6% | -1%
CCCC(=O)N1CCC1(C)C(=O)Nc1ccc(OC)c(OC)c1 (centres undefined) | 1% | -8% | /
CCOC(=O)N1CCN(S(=O)(=O)c2ccc(-n3cnnn3)cc2)CC1 | -12% | -12% | -3%
CCOc1cc2c3c(c1)C(C)=CC(C)(C)N3C(=O)C2=O | 2.6µM* | 3.3µM* | 0%
CCCCNC1=CC(=O)C(NCCCC)=CC1=O | 16µM* | 23µM* | /
CCOC(=O)CC1(C)Sc2ccccc2N1S(=O)(=O)c1ccc(C)cc1 (centres undefined) | ? | ? | /
COc1cccc(/C=C2/SC(=S)N(CC(=O)NC3C=CS(=O)(=O)C3)C2=O)c1 (centres undefined) | -21% | -25% | -11%
Cc1ccc(NC(=S)N2CCC(c3nc4ccccc4s3)CC2)cc1 | ? | ? | -12%
Cc1cc(C(=O)CSc2nc3ccccc3c(=O)[nH]2)c(C)n1C | 6.5µM* | ? | 1%
Cc1cccc(C(=O)Nc2ccc(C(=O)/C=C/c3cccnc3)cc2)c1 | 4.6µM* | 5.2µM* | -4%
CCNC(=O)CCCOc1ccc(Cl)cc1Cl | -6% | 1% | 1%
Cc1[nH]c2ccccc2c1C(=O)CN1CC(C)CC(C)C1 (centres undefined) | 8.2µM* | 12µM* | -4%
Cc1ccc(Nc2nnc(C3C(=O)N(C)C4(C)CC3c3cc(Br)ccc3O4)s2)cc1 (centres undefined) | ? | ? | -2%
CN(C)/C=C(\C(=O)c1ccccc1)c1nnnn1-c1ccccc1 | -16% | 10% | -6%
Cc1cc(C)nc(SCc2c(F)cccc2Cl)n1 | -10% | 1% | -1%
O=c1c2ccccc2nc(SCc2cccc(F)c2)n1-c1cccc(S(=O)(=O)N2CCCC2)c1 | 18µM* | 12µM* | -5%
CC1=C(C(=O)N(C)C)CC(CC(=O)NCCCCc2ccccc2)C(=O)N1Cc1ccc(F)cc1 (centres undefined) | ? | -34% | /
COc1cc(-c2cccc([C@H]3[C@@H]4C=CC[C@@H](C)[C@@H]4C(=O)N3Cc3ccccc3)c2)cc(OC)c1OC | 7.3µM* | 8.2µM* | -20%&-15%
O=C(c1ccc2c3c(cccc13)C(=O)N(O)C2=O)N1CCCCC1 | 7.3µM* | 8.2µM* | -5%
CC1=Cc2ccccc2C(C#N)N1C(=O)c1ccccc1 (centres undefined) | 18µM* | 21µM* | -4%

Ordered by count of non-hydrogen atoms (lowest first): some entries from above.
SMILES | TDP1 cell noCPT | DT40 TDP1 CPT | KAT2A inh
Cc1cc(C(=O)CSc2nc3ccccc3c(=O)[nH]2)c(C)n1C | 6.5µM* | ? | 1%
CCN1CCN(c2nc3c(c(=O)[nH]c(=O)n3C)n2Cc2ccccc2F)CC1 | 12% | -9% | 2%
Cc1ccc(Nc2nnc(C3C(=O)N(C)C4(C)CC3c3cc(Br)ccc3O4)s2)cc1 (centres undefined) | ? | ? | -2%
